TAG inh: inhibitors of triacylglycerol accumulation, primary screen, cell-based, uHTS, fluorescence, H9c2; H9c2 cells, Nile Red lipid (TAG) fluorescence; cells loaded with 200 µM oleic acid; inhibition, % at 12.5 µM; actives 0.66% (n = 230,000);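 active = pattern-corrected inhibition of lipid staining of at least 50% with the nuclear-stain viability signal not falling by more than 50%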;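 note: 0% = DMSO wells and 100% = triacsin C control wells; some results filed as inactive read as strong as hits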
TAG inh DAPI viability: second read-out of TAG inh, no call of its own (marks repeat the call); DAPI nuclei signal change (viability), lower = more cytotoxic, %;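 whole-well DAPI fluorescence read on a plate reader as a viability signal; minus 50 percent equals half of cells still viable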
Starred values were filed as active, the others as inactive. An excerpt, so the mix of outcomes need not match the whole.

SMILES | TAG inh | TAG inh DAPI viability
COc1ccccc1CCc1nnc(CCC(=O)N(C)Cc2cccc3ncccc23)o1 | -6 | -1
O=[N+]([O-])c1ccccc1Nc1c2ccccc2nc2ccccc12 | -4 | -5
COc1ccccc1NC(=O)c1ccc(NC2=NC3CS(=O)(=O)CC3S2)cc1 (stereo not given) | -11 | 16
O=C(O)CC/C(=C\c1ccc(N2CCCC2)c([N+](=O)[O-])c1)c1nc2ccccc2s1 | 9 | 7
COc1ccc(CN(C)C(C)C(=O)Nc2ccc(S(=O)(=O)N3CCCCC3)cc2)c(OC)c1 (stereo not given) | -12 | 12
NC(=O)c1ccc(-c2noc(-c3cccc(Cl)c3)n2)cc1 | 12 | 4
O=C1Nc2cc(Cl)cnc2N2CCCC12 (stereo not given) | -28 | -2
Cc1ccc2c(c1)c1c(n2CC(O)CNC2CCCC2)CCCC1 (stereo not given) | 99* | -46*
CC1(C)CC(=O)C2=C(C1)NC1=C(C(=O)c3ccccc31)C2c1cc([N+](=O)[O-])ccc1O (stereo not given) | 2 | 3
O=C(c1cccc2ccccc12)C1CCCN(C(=O)c2ccc(N3CCOCC3)cc2)C1 (stereo not given) | 4 | 2
CC(C)NC(=O)CSc1nc(N)c(-c2ccccc2)c(=O)[nH]1 | 8 | 1
O=C(Nc1cccc(C(F)(F)F)c1)C(Sc1n[nH]c(=O)[nH]c1=O)c1ccccc1 (stereo not given) | -12 | -1
COC(=O)c1ccc(NC(=S)NCCc2ccccc2)cc1 | -19 | 7
Cc1ccc(NC(=O)CSCC(=O)N(C)CCOc2ccc(Cl)cc2)cc1 | 3 | -3
CC(CCCC(C)(C)O)NC(=O)c1ccc(OC2CCN(C(=O)C3CC3)CC2)cc1 (stereo not given) | 1 | -7
CN(C)CCCN(CCCN(C)C)C(=S)Nc1ccc(S(=O)(=O)N2CCOCC2)cc1 | -1 | 12
CCOC(=O)C1=C(N)OC2=C(C(=O)CCC2)C1c1ccc2c(c1)OCO2 (stereo not given) | 10 | -4
CCOc1ccc(NC(=S)Nc2ccc(OC)cc2)cc1 | -4 | 2
Nc1[nH]c(=O)nc2snnc12 | 1 | 10
CC(C)CC(=O)Nc1ccccc1Oc1ccccc1 | 20 | -2
NC(=O)c1ccc(NC(=O)COC(=O)CC2Sc3ccccc3NC2=O)cc1 (stereo not given) | -4 | 8
COc1ccc(-n2c(SCC(=O)NCC3CCCO3)nc3c(c2=O)SC(C)C3)cc1 (stereo not given) | -15 | -9
C/C(=N\NC(=O)CCC(=O)N/N=C(\C)c1ccc(C)o1)c1ccc(C)o1 | -3 | 6
CN=c1scc(-c2ccc(OC)cc2)n1/N=C(\C)c1cccnc1 | -71 | 17
CCCN(C(=O)CSCc1ccc(Cl)cc1)c1c(N)n(Cc2ccccc2)c(=O)[nH]c1=O | 1 | 8
CC(=O)Nc1ccc(S(=O)(=O)N2c3ccc(F)cc3CCC2C)cc1 (stereo not given) | 9 | -9
CCN(CC)c1ccc(C2C(C(=O)OC(C)C)C(=O)CC(C)(O)C2C(=O)OC(C)C)cc1 (stereo not given) | 7 | 8
O=C(CSc1nnc(-c2cccs2)n1-c1ccccc1)NCC1CCCO1 (stereo not given) | 5 | 3
CCOc1ccc(Cl)cc1CNCCCSc1ncccn1 | -22 | 14
C#CCOCCOCCOCCNc1nc(N2CCN(C(=O)C([C@@H](C)CC)n3cc(C(N)CC(C)C)nn3)CC2)nc(N2CCN(C(=O)[C@H](CCC(=O)O)n3cc(C(N)CC(C)C)nn3)CC2)n1 (stereo not given in full) | -2 | -2
O=c1cnnc(Nc2ccccc2F)[nH]1 | -3 | 4
Cc1ccc(S(=O)(=O)N2C[C@H]3C(=O)C[C@@H](c4cccc5ccccc45)N(S(=O)(=O)c4ccc(C)cc4)[C@H]3C[C@H]2c2ccc(Cl)cc2)cc1 | 24 | -17
N#Cc1ccccc1OCC(=O)Nc1ccc2c(c1)OCCO2 | 0 | -1
COc1ccc(/C=C/C(=O)Nc2ccncc2)cc1OC | 14 | 11
COc1ccc(-c2nn(C)c3sc(C(=O)NCc4ccco4)cc23)cc1OC | 4 | 35
CCn1c2ccccc2c2cc(N=C3SC(CC(=O)Nc4ccccc4OC)C(=O)N3C)ccc21 (stereo not given) | 31 | 7
N#Cc1cc2c(nc1SCc1ccc(Cl)nc1)CCCCC2 | -4 | 1
CCCCNC(=O)N(O)C1N(/N=C/c2cccs2)C(=S)SC1(C)C (stereo not given) | -4 | -6
C[C@H](CO)N1C[C@H](C)[C@@H](CN(C)C(=O)NC2CCCCC2)Oc2ccc(NC(=O)Cc3ccccc3)cc2C1=O | -5 | 3
CC12COC3(C(=O)Nc4ccccc4)CC1CCC32C (stereo not given) | -4 | 11
O=C(Nc1ccccc1)Nc1nnc(-c2ccccc2)s1 | 0 | 0
CCCCN1C[C@H](CSC)[C@@H](CC(=O)Nc2ccc(Br)cc2)C1=O | 2 | -15
COCCN(Cc1cc2cc(C)ccc2n2nnnc12)C(=S)Nc1ccc(C)cc1 | 24 | 6
COc1ccc(N2CCN(CCCn3cnc4c(SC)ncnc43)CC2)cc1 | 4 | 7
CCOP(=O)(Nc1cccc2oc(=O)c3ccccc3c12)OCC | -6 | 26
CC(C)(C)OC(=O)NCCc1onc(-c2ccc([N+](=O)[O-])cc2)c1C(=O)O | 1 | -6
CC(C)(C)C(=O)Nc1ccc(C(=O)Nc2cc(NC(=O)c3ccc(NC(=O)C(C)(C)C)cc3)cc(C(=O)O)c2)cc1 | 5 | -3
CCOC(=O)c1sc(-c2cccc(C(F)(F)F)c2)nc1O | -9 | 7
O=C(NCc1ccc(F)cc1)C1CCC(CNc2c(N3CCOCC3)c(=O)c2=O)CC1 (stereo not given) | -1 | 1
O=C(NCc1cccs1)C1CCCN(S(=O)(=O)c2cccs2)C1 (stereo not given) | 1 | -4

Quoted at random: 2 records from the list
SMILES | TAG inh | TAG inh DAPI viability
O=C(Nc1ccccc1)Nc1nnc(-c2ccccc2)s1 | 0 | 0
CCCCN1C[C@H](CSC)[C@@H](CC(=O)Nc2ccc(Br)cc2)C1=O | 2 | -15

Rewritten with values under each structure: entries from further up
Each structure is followed by: TAG inh, TAG inh DAPI viability
> Cc1ccc(S(=O)(=O)N2C[C@H]3C(=O)C[C@@H](c4cccc5ccccc45)N(S(=O)(=O)c4ccc(C)cc4)[C@H]3C[C@H]2c2ccc(Cl)cc2)cc1
→ 24, -17
> N#Cc1ccccc1OCC(=O)Nc1ccc2c(c1)OCCO2
→ 0, -1
> COc1ccc(/C=C/C(=O)Nc2ccncc2)cc1OC
→ 14, 11
> COc1ccc(-c2nn(C)c3sc(C(=O)NCc4ccco4)cc23)cc1OC
→ 4, 35
> CCn1c2ccccc2c2cc(N=C3SC(CC(=O)Nc4ccccc4OC)C(=O)N3C)ccc21 (stereo not given)
→ 31, 7
> N#Cc1cc2c(nc1SCc1ccc(Cl)nc1)CCCCC2
→ -4, 1
> CCCCNC(=O)N(O)C1N(/N=C/c2cccs2)C(=S)SC1(C)C (stereo not given)
→ -4, -6
> C[C@H](CO)N1C[C@H](C)[C@@H](CN(C)C(=O)NC2CCCCC2)Oc2ccc(NC(=O)Cc3ccccc3)cc2C1=O
→ -5, 3
> CC12COC3(C(=O)Nc4ccccc4)CC1CCC32C (stereo not given)
→ -4, 11
> O=C(Nc1ccccc1)Nc1nnc(-c2ccccc2)s1
→ 0, 0
> CCCCN1C[C@H](CSC)[C@@H](CC(=O)Nc2ccc(Br)cc2)C1=O
→ 2, -15
> COCCN(Cc1cc2cc(C)ccc2n2nnnc12)C(=S)Nc1ccc(C)cc1
→ 24, 6
> COc1ccc(N2CCN(CCCn3cnc4c(SC)ncnc43)CC2)cc1
→ 4, 7
> CCOP(=O)(Nc1cccc2oc(=O)c3ccccc3c12)OCC
→ -6, 26
> CC(C)(C)OC(=O)NCCc1onc(-c2ccc([N+](=O)[O-])cc2)c1C(=O)O
→ 1, -6
> CC(C)(C)C(=O)Nc1ccc(C(=O)Nc2cc(NC(=O)c3ccc(NC(=O)C(C)(C)C)cc3)cc(C(=O)O)c2)cc1
→ 5, -3
> CCOC(=O)c1sc(-c2cccc(C(F)(F)F)c2)nc1O
→ -9, 7
> O=C(NCc1ccc(F)cc1)C1CCC(CNc2c(N3CCOCC3)c(=O)c2=O)CC1 (stereo not given)
→ -1, 1

Additional records.
SMILES | TAG inh | TAG inh DAPI viability
FC(F)(F)c1ccc2c(c1)nc1n2CCCC1 | 4 | -11
O=C(Nc1cccc(O)c1)N1CCOCC1 | -2 | 0
C=CCNC(=O)C1=NOC(CNC(=O)c2c(-c3ccccc3Cl)noc2C)C1 (stereo not given) | 2 | 3
O=C1c2ccccc2S(=O)(=O)N1CC(O)Cn1c2ccccc2c2ccccc21 (stereo not given) | -38 | -19
CCOC(=O)c1cc2cc3ccccc3cc2oc1=O | 0 | -2
CN1CCCN(C(=O)c2cccc(Cl)c2)CC1 | 1 | -11
COc1ccc(OCCC(=O)OCc2c(C)noc2C)cc1 | 0 | -2
CCOc1ccc(C(=O)NCC(c2ccco2)N2CCc3ccccc3C2)cc1 (stereo not given) | 3 | 8
CCn1nnc2cc(C(=O)Nc3cccc(S(=O)(=O)N(C)C)c3)ccc21 | 1 | 7
CS(=O)(=O)N(CC(=O)N1CCCC1)c1cccc(Cl)c1 | -12 | 3
O=C(CN(c1ccc(Br)cc1)S(=O)(=O)c1ccc(Cl)c([N+](=O)[O-])c1)NCC1CCCO1 (stereo not given) | -25 | -3
COc1ccccc1-c1noc(CCCC(=O)Nc2ccc(C(N)=O)cc2)n1 | -3 | -5
S=c1[nH]nc(CSCCOc2ccccc2)o1 | -4 | 1
COC(=O)Nc1ccc(S(=O)(=O)N2CCC(C(=O)N3CCCCC3C)CC2)cc1 (stereo not given) | -29 | 6
O=C(c1ccc(Cl)cc1)C1CCN(C(=O)c2ccccc2F)CC1 | 8 | -8
CC1CN(CC(=O)Nc2ccc([N+](=O)[O-])cc2Br)CC(C)O1 (stereo not given) | -5 | 3
Cc1ccc(NC(=O)c2ccc(OCc3c(C)noc3C)cc2)cc1C | 41 | 3
O=C(Nc1cccnc1)c1cc(-c2ccccc2O)on1 | 3 | 4
COc1cc(NC(=S)NCCCN2CCOCC2)cc(OC)c1OC | -14 | 5
CS(=O)(=O)NCCCCNc1ccc(C(F)(F)F)cc1[N+](=O)[O-] | -12 | 0
CC(=O)Nc1ccc(NC(=O)C2Cc3c(-c4cccc(NC(C)=O)c4)ccnc3O2)cc1 (stereo not given) | 8 | 3
CC(COS(N)(=O)=O)Cc1ccc(C(F)(F)F)cc1 (stereo not given) | 18 | -2
CC(OC(=O)CNC(=O)c1ccc(Cl)c([N+](=O)[O-])c1)C(=O)NCc1ccco1 (stereo not given) | 4 | 2
Cc1nn(-c2ccc(F)cc2)c(Cl)c1C(=O)N(C)CC(=O)Nc1cccc(F)c1 | -8 | -1
CCCCN(Cc1ccccc1)S(=O)(=O)c1c(N)n(C)c(=O)n(C)c1=O | -32 | 5
COC(=O)C1=C(C)N(CCCC(=O)O)C(=O)NC1c1cccs1 (stereo not given) | -2 | -2
COc1ccc(N2CCN(C(=S)Nc3ccccc3)CC2)cc1 | -3 | 4
Cn1c(CCN2CCN(c3ccccn3)CC2)nc2cc(NS(=O)(=O)c3ccc(F)cc3)ccc21 | -6 | 7
COC(=O)[C@H](C)NC(=O)NCc1ccccc1F | 2 | 2
COc1ccc(CN2CCNC(=O)C2CC(=O)NCCCC2CCCC2)c(F)c1 (stereo not given) | 7 | -5
COc1ccccc1NC(=O)CSc1nnc(-c2ccoc2C)o1 | -9 | -6
COC(=O)C(Cc1c[nH]c2ccccc12)NC(=O)c1cccs1 (stereo not given) | 2 | -2
O=C(C1=C[C@@H](c2ccc(C(F)(F)F)cc2)C[C@@H](OCCCCO)O1)N1CCN(Cc2ccc3c(c2)OCO3)CC1 | 4 | -1
CCOc1ccc(NC(=O)CC2C(=O)NCCN2C(=O)c2ccc(Cl)cc2)cc1 (stereo not given) | 9 | -15
CCn1c(SCC(=O)N2CCN(c3ccc(Cl)cc3)CC2)nc2ccccc2c1=O | -13 | 8
COc1ccc(/C=C/CN2CCCC(C(=O)c3ccc(OC)c(F)c3)C2)cc1 (stereo not given) | 5 | -4
Cc1cccc(OCCC(=O)NNC(=O)c2ccoc2C)c1 | 5 | -1
c1ccc(-c2cc3ccccc3[nH]2)cc1 | -6 | 7
COc1cc(CNCc2cccc(OC)c2OC)cc(OC)c1 | -19 | 9
Cc1cccc(-n2c(CNC(=O)Cc3ccccc3)n[nH]c2=S)c1 | -10 | 5

A few values from above.
For TAG inh DAPI viability, `O=C(C1=C[C@@H](c2ccc(C(F)(F)F)cc2)C[C@@H](OCCCCO)O1)N1CCN(Cc2ccc3c(c2)OCO3)CC1` is entered as -1
For TAG inh DAPI viability, `CCOc1ccc(NC(=O)CC2C(=O)NCCN2C(=O)c2ccc(Cl)cc2)cc1` (stereo not given) is entered as -15
For TAG inh, `COC(=O)C(Cc1c[nH]c2ccccc12)NC(=O)c1cccs1` (stereo not given) is entered as 2

Following part:
SMILES | TAG inh | TAG inh DAPI viability
O=C(Nc1cccnc1N1CCOCC1)c1cccs1 | -18 | 6
CNC(=S)N/N=C/c1cc(C)ccc1C | 18 | -1
CCOC(=O)c1cc(C#N)c(N2CCN(C(=O)c3ccccc3)CC2)nc1C(F)(F)F | 3 | 6
N=c1c2c(n(Cc3ccc([N+](=O)[O-])cc3)c3c1CCC3)CCCC2 | -13 | 7
O=C(COC(=O)c1ccccc1C(=O)c1ccc(Cl)cc1)NC(c1ccccc1)c1ccccc1 | -5 | 3
CN1CCN(S(=O)(=O)c2ccc(Oc3ccc(Br)cc3F)nc2)CC1 | 8 | 4
CC(=O)c1c(C)[nH]c(C(=O)Nc2nc(C)cs2)c1C | 16 | 5
O=C(O)Cc1sc(N/N=C\c2ccncc2)nc1-c1ccccc1 | 14 | -13
CC(=O)c1cnc2nc(C)nn2c1C | -10 | 8
CCOC(=O)C(C)Sc1nnc(Cc2cc(=O)[nH]c(=O)[nH]2)n1-c1cccc(OC)c1 (stereo not given) | 0 | 1
CCCCCn1c(S(=O)(=O)O)nc2ccccc21 | 8 | -11
Cc1ccc(C)c(NC(=O)C(C)CC2COCCO2)c1 (stereo not given) | 9 | 14
N/C(=N\OC(=O)C1CCCCC1)c1ccc(Cl)cc1 | 1 | 1

Screening data: PubChem BioAssay, Sanford-Burnham Center for Chemical Genomics
